Source: PubChem
TNAP Pi inh – inhibitors of human tissue-nonspecific alkaline phosphatase; inhibition, % at 20 µM; 21,000 tested, under 10 active; AID 614; P05186; purified TNAP, pNPP, malachite green phosphate absorbance
Target sequence (P05186 whole entry, looked up): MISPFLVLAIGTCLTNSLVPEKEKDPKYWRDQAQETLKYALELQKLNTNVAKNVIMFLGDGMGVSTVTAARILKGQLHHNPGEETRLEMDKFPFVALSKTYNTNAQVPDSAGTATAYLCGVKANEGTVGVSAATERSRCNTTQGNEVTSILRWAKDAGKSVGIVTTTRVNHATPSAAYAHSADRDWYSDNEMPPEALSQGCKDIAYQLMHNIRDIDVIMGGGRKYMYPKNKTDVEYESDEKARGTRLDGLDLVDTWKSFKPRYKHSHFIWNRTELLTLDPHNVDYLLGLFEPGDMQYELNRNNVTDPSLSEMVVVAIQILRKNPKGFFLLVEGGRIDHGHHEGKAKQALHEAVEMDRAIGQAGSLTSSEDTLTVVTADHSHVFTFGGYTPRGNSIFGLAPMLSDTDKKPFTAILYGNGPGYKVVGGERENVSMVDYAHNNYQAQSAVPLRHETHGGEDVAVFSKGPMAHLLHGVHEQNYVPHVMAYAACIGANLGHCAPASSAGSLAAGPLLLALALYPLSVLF
TNAP inh pNP – inhibitors of human tissue-nonspecific alkaline phosphatase; P05186; purified TNAP, pNPP hydrolysis, absorbance 405 nm; inhibition, % at 20 µM; 21,000 tested, under 10 active; AID 615;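 also: 0% = DMSO only wells and 100% = 1 mM levamisole wells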
* marks the source's active call; other numbers are inactive results.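 The calls were made as follows: active = inhibition above 50% at the 20 µM single-dose screen; inactive = the rest.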 A portion of the library. The share of hits here may be higher or lower than overall.

SMILES	TNAP Pi inh	TNAP inh pNP
Cn1c(SCc2ccccn2)nnc1-c1cnccn1	3	2
Cc1cc(C)nc(N2CCC(C(=O)NCc3cccs3)CC2)n1	13	1
CCOC(=O)C1(c2nc(N)cs2)COC(=O)C1 (stereo not given)	2	-1
CCOC(=O)CNC(=O)CSc1nnc(-c2ccccc2)n1Cc1ccco1	4	-1
CC1Cc2ccccc2N1C(=O)CSc1nc2c(c(=O)n(C)c(=O)n2C)n1Cc1ccccc1 (stereo not given)	-1	-6
CSc1ccccc1NC(=O)CN(Cc1ccc(Cl)cc1)S(C)(=O)=O	6	2
CC(C)NCC(O)COc1cccc2[nH]ccc12 (stereo not given)	11	6
Cc1cc(Br)ccc1NC(=O)CNC(=O)CN(C)Cc1nc2ccccc2c(=O)[nH]1	15	0
CC1CC(C)CN(C(=O)COC(=O)CNS(=O)(=O)/C=C/c2ccccc2)C1 (stereo not given)	10	2
O=C(CSc1nnc(-c2cccs2)n1Cc1ccco1)c1ccc2c(c1)OCO2	7	2
Cc1ccc(C2C(C(=O)c3cc4ccccc4o3)=C(O)C(=O)N2CCN(C)C)o1 (stereo not given)	-11	-13
CCCC(=O)N1c2ccc(-c3csc(N)n3)cc2CC1C (stereo not given)	7	8
COc1nc(OC)nc(N2CCC(C(=O)Nc3cccc4c3CCCC4)CC2)n1	6	4
CN(C)c1nc(Oc2ccc(C(=O)OCC(=O)Nc3ccccc3)cc2)nc(N(C)C)n1	2	0
COc1ccc(OC)c(C2C(C(=O)c3ccco3)=C(O)C(=O)N2CCCN2CCOCC2)c1 (stereo not given)	0	0
CCn1c(SCCN2CCCCC2)nnc1-c1ccc(S(=O)(=O)N2CCOCC2)cc1	14	4
CN1CCN(/C=N/c2sc3c(c2C#N)CCCCC3)CC1	-3	-2
COc1ccc(-n2nnnc2SCC(=O)c2cccc(OC)c2)cc1	7	6
O=C(COC(=O)C1CCN(C(=O)c2ccc(Cl)cc2)CC1)c1ccco1	2	0
CCC(C)(C)N1CC(=O)N(Cc2ccccc2)C(c2ccc(OC)cc2)C1=O (stereo not given)	-1	-6
COc1ccc(-c2noc(CCCc3ccccc3)n2)cc1OC	3	0
O=C(Nc1ccc(F)cc1)N(CCCN1CCOCC1)Cc1cc2cc3c(cc2[nH]c1=O)OCCO3	13	14
CC(c1ccco1)N(C(=O)c1ccc(Cl)s1)c1ccccn1 (stereo not given)	0	0
COc1ccc2[nH]c(C)c(C(=O)CN3CCc4cc(OC)c(OC)cc4C3)c2c1	-16	3
COc1ccccc1-c1c(C)oc2cc(OC(=O)c3ccco3)ccc2c1=O	0	0
COc1ccc(-c2[nH]ncc2-c2ccc(Cl)cc2)c(O)c1	15	3
c1ccc(N2CCN(CCc3nnc4n3CCCCC4)CC2)cc1	0	6
CN(C)c1ccc(N=Cc2nc(-c3ccccc3)oc2O)cc1	9	5
N#Cc1ccccc1CSc1nc(O)cc(=O)[nH]1	7	2
C=C(C)c1nc(N)nc(N)n1	8	1
CCOC(=O)c1oc2c(CN3CCCCC3C)c(O)ccc2c(=O)c1-c1ccc(OC)c(OC)c1 (stereo not given)	9	5
COc1ccc(N2CCN(S(=O)(=O)c3cccc(C(F)(F)F)c3)CC2)cc1	14	8
CC1(C2(O)CC(c3ccccc3)ON2)CCCCC1 (stereo not given)	-10	-14
O=C(CCc1ccccc1)Nc1nc2n(n1)C(c1ccccc1)CC(=O)N2 (stereo not given)	-1	0
CC1(C)CC(CCC(=O)Nc2ccc(S(N)(=O)=O)cc2)C(=O)O1 (stereo not given)	4	6
O=C(O)c1ccc(S(=O)(=O)N2CCC(c3nc(-c4ccccc4Cl)no3)CC2)cc1	-1	-8
CCCc1nn(C)c2c1C(c1cccnc1)C(C#N)=C(N)O2 (stereo not given)	1	1
Cc1ccccc1NC(=O)N1CCCC(c2nc(-c3ccc(F)cc3)no2)C1 (stereo not given)	9	5
O=c1ccc2cc(S(=O)(=O)N3CCOCC3)ccc2o1	0	0
CCC(c1nnnn1C(C)(C)C)N(CCOC)Cc1cc2cccc(C)c2n2nnnc12 (stereo not given)	17	1

Shown with two lines to a compound: 5 of the compounds above
Screens in order – TNAP Pi inh, TNAP inh pNP
COc1ccc2[nH]c(C)c(C(=O)CN3CCc4cc(OC)c(OC)cc4C3)c2c1
  -16, 3
COc1ccccc1-c1c(C)oc2cc(OC(=O)c3ccco3)ccc2c1=O
  0, 0
COc1ccc(-c2[nH]ncc2-c2ccc(Cl)cc2)c(O)c1
  15, 3
c1ccc(N2CCN(CCc3nnc4n3CCCCC4)CC2)cc1
  0, 6
CN(C)c1ccc(N=Cc2nc(-c3ccccc3)oc2O)cc1
  9, 5

Further entries follow:
SMILES	TNAP Pi inh	TNAP inh pNP
CCC(=O)Nc1cc2c(cc1C(=O)c1ccccc1)OCCO2	2	2
CCCOc1ccc(C(=O)C(c2ccccc2)N2CCOCC2)cc1 (stereo not given)	9	3
CCn1cc(C(=O)NCc2ccc(OC)cc2OC)c(=O)c2ccc(C)nc21	10	6
O=C(O)COc1ccc(-c2nnn(CC(=O)O)n2)cc1	8	6
CCOc1ccccc1NC(=O)Cn1c(C)cc(COC)c(C#N)c1=O	6	-4
CCOCCn1c(SCc2c(F)cccc2Cl)nc2c1c(=O)[nH]c(=O)n2C	8	1
O=C(CSCc1ccccc1)NC1CCSC1=O (stereo not given)	-39	5
O=C(NCCO)c1ccc2[nH]c3c(c2c1)CCCC3	9	4
CCCC(=O)n1nc(-c2ccc(Cl)cc2)nc1SC	12	4
O=C(c1ccccc1F)N1CCC(O)(c2cccnc2)CC1	0	0
Cc1ccc(CNC(=O)c2cc3c(=O)n4ccccc4nc3n(CC3CCCO3)c2=N)cc1 (stereo not given)	2	-1
CC(=O)Nc1nnc(S(N)(=O)=O)s1	-7	-9
CCCOc1cccc(C2/C(=C(/O)c3ccccc3)C(=O)C(=O)N2CCN(C)C)c1 (stereo not given)	11	5
CCc1nnc(NC(=O)CSc2nnc(CCc3nc4ccccc4[nH]3)n2C)s1	-7	7
CCCc1cc(=O)[nH]c(=S)[nH]1	-21	4
CCOC(=O)c1ccc(N2C(=O)CC(N3CCOCC3)C2=O)cc1 (stereo not given)	2	-3
Cc1sc2ncnc(Sc3nnnn3-c3ccccc3)c2c1C	0	0
COc1ccc2c(CC(=O)N(C)CC3COc4ccccc4O3)coc2c1 (stereo not given)	2	-5
C=CCc1cccc(CNc2nc3ccccc3n2CCN2CCOCC2)c1O	4	1
CC(=O)Nc1ccn(Cc2c(F)cccc2Cl)n1	6	2
Cc1cccc(C(=O)c2ccccc2C(=O)O)c1O	6	-1
COc1ccc2nc(SCC(N)=O)cc(C)c2c1	5	3
Cc1nnc(NC(=O)CSc2nnnn2Cc2ccccc2)s1	14	3
Cc1ccc(-n2c(N)c(C(=O)N3CCN(C)CC3)sc2=S)cc1	2	7
COc1ccc(CCC(=O)Nc2ccc(Br)cn2)cc1	14	4
Cc1nnc(SCC2=C(C(=O)O)N3C(=O)[C@@H](NC(=O)Cn4cnnn4)[C@H]3SC2)s1	0	0
CCOC(=O)N1CCN(c2c(-c3ccccc3)c3cc(Cl)ccc3[nH]c2=O)CC1	9	7
CC1CCCCC1NC(=O)Cn1cnc2ccccc2c1=O (stereo not given)	-6	-11
Cc1ccc(S(=O)(=O)CCSc2nc(C)cc(C)c2C#N)cc1	12	0
COc1cccc(CSc2nnc(-c3ccco3)n2C)c1	3	-2

Quoted at random: 2 entries already listed, in no set order.
SMILES	TNAP Pi inh	TNAP inh pNP
C=C(C)c1nc(N)nc(N)n1	8	1
Cc1nnc(SCC2=C(C(=O)O)N3C(=O)[C@@H](NC(=O)Cn4cnnn4)[C@H]3SC2)s1	0	0

Complete entries as entered above.
Cc1nnc(NC(=O)CSc2nnnn2Cc2ccccc2)s1 across the screens: TNAP Pi inh: 14; TNAP inh pNP: 3
CC(C)NCC(O)COc1cccc2[nH]ccc12 (stereo not given) across the screens: TNAP Pi inh: 11; TNAP inh pNP: 6
O=C(O)c1ccc(S(=O)(=O)N2CCC(c3nc(-c4ccccc4Cl)no3)CC2)cc1 across the screens: TNAP Pi inh: -1; TNAP inh pNP: -8

(more compounds)
SMILES	TNAP Pi inh	TNAP inh pNP
CN(Cc1cc2ccccc2[nH]c1=O)S(=O)(=O)c1ccccc1	17	7
CN=c1sc2ccccc2n1CC(O)COc1ccccc1 (stereo not given)	8	3
N#Cc1nc(-c2ccc(OCc3ccc(Cl)cc3)cc2)oc1NCc1cccnc1	9	4
Cc1ccc(NC(=O)CSC2=C(C#N)C(c3ccco3)C3=C(CCCC3=O)N2)cc1 (stereo not given)	0	0
O=C(O)c1ccc(CNc2ccccc2C(=O)O)cc1	6	5
CC1(C)Cc2c(C#N)c(N3CCN(C(=O)c4ccco4)CC3)nc(-c3ccco3)c2CS1	6	2
O=C(CCCSc1nc2ccccc2[nH]1)NCc1ccco1	14	6
Cc1cc2ccccc2n2c(SCC(=O)N3CCN(C(=O)c4ccco4)CC3)nnc12	12	4
O=C(Cn1cc(C(=O)c2cccs2)c2ccccc21)NCC1CCCO1 (stereo not given)	0	-6
CCOC(=O)C1CCN(C(=O)Cn2cc(C(=O)C3CC3)c3ccccc32)CC1	-9	-14
O=C(CSc1nc2ccccc2o1)N1CCCC1	1	6
CC1CC(c2ccccc2)n2nc(N3C(=O)c4ccccc4C3=O)nc2N1 (stereo not given)	4	5
CCCC1C2C(=O)N(c3ccccc3OC)C(=O)C2ON1c1ccccc1 (stereo not given)	-13	5
Cc1[nH]nc2c1C(c1ccc(-c3ccccc3C#N)o1)C(C#N)=C(N)O2 (stereo not given)	3	-6
OC(C#CCN1CCOCC1)(c1ccccc1)C1CC1 (stereo not given)	-1	-7
N#Cc1c2n(c3c(-c4ccccc4)ncnc13)CCC2	8	1
CC(=O)N(C)c1ccc(OCC(O)COc2ccc(N(C)C(C)=O)cc2)cc1	0	-8
Cc1ccc(N(CC(=O)NCc2ccco2)C(=O)CCC(=O)Nc2ccccn2)cc1C	8	-1
COc1ccc(-c2cc3ccc(OCc4nn[nH]n4)cc3oc2=O)cc1OC	9	4
CN(c1cccc(NC(=O)CCSc2ccccc2)c1)S(C)(=O)=O	-10	1
CN1CCN(S(=O)(=O)c2ccc(N(C)CC(=O)Nc3ccc(F)cc3)nc2)CC1	15	5
CCCCn1nc(C(=O)NC2=NCCS2)c2ccccc2c1=O	9	5
N#Cc1cn(-c2ccccc2)nc1-c1ccc2c(c1)OCCO2	12	5
CCCc1nc2oc(C(=O)OCC)c(N)c2c2c1COC(C)(C)C2	0	-4
CCOc1ccc(N2CC(C(=O)Nc3ncccc3C)CC2=O)cc1 (stereo not given)	0	1
CCCCc1nc2ccccc2c(=O)n1NC(=O)c1c(O)c2cccc3c2n(c1=O)CC3	4	-3
CCC1(C)Cc2c(sc3c2c(=O)n(C)c2nnc(SCC(=O)c4ccc(Cl)cc4)n32)CO1 (stereo not given)	-1	-1
CCOc1ccc(S(=O)(=O)NC(C)(C)C)cc1-c1nc2c(C(C)(C)C)nn(C)c2c(=O)[nH]1	-4	-1
COc1cccc(-n2c(COc3ccc(C)cc3)nnc2SCC(=O)O)c1	5	-10
O=S(=O)(c1cccc(-c2nnc(SCc3nc4ccccc4s3)o2)c1)N1CCOCC1	13	-2
NC(=O)/C(=N\O)c1ccccc1	-8	-6
O=C(c1ccco1)N1CCN(c2ncnc3c2cnn3-c2ccccc2)CC1	-64	-42
CC(Cc1cccs1)NC(=O)NC1CCCCC1 (stereo not given)	10	6
CCOc1cccc(C2C(C#N)=C(N)Oc3cc(C)oc(=O)c32)c1OCC (stereo not given)	7	4
CCOC(=O)CSc1ncnc2c1cnn2-c1ccc(Cl)cc1	10	4
O=C(COC(=O)c1ccc(N2CCCC2=O)cc1)NCc1ccco1	5	-3
COC(=O)c1ccc(CSc2nnnn2C)o1	0	0
COc1ccc(OC)c(C(=O)C2COC(=O)C2)c1 (stereo not given)	14	5
O=C(c1cc(-c2ccccc2)on1)N1CCCC1	16	5
O=C(NCCCN1CCOCC1)c1cc(-c2ccccc2)on1	16	8
CCOC(=O)c1cc(-c2cccnc2)nn1-c1ccccn1	15	1
O=C(COc1ccc(Br)cc1CO)Nc1ccccc1F	10	8
CC(C)CCn1c(SCc2ccc(Cl)cc2)nc2c1c(=O)[nH]c(=O)n2C	8	5
CCSC1(SCC)N=C(N)C2(C#N)C(c3ccccc3)NC3=C(CCC3)C12C#N (stereo not given)	-7	-2
COc1ccc(OC)c(S(=O)(=O)NCc2ccccc2)c1	8	4
COc1ccc(N=C2SC(C(=O)O)CC(=O)N2C)cc1 (stereo not given)	-7	0
COC(=O)c1cc(-c2c(C)oc3cc(OC(C)C)ccc3c2=O)c(C)o1	8	0
CS(=O)(=O)N(Cc1cc2ccccc2[nH]c1=O)C1CCCCC1	5	0
CCOCCc1nnc(NC(=O)COC)s1	6	-2

Molecules from the list above containing a thiophene ring, fused or not:
SMILES	TNAP Pi inh	TNAP inh pNP
Cc1cc(C)nc(N2CCC(C(=O)NCc3cccs3)CC2)n1	13	1
O=C(CSc1nnc(-c2cccs2)n1Cc1ccco1)c1ccc2c(c1)OCO2	7	2
CN1CCN(/C=N/c2sc3c(c2C#N)CCCCC3)CC1	-3	-2
CC(c1ccco1)N(C(=O)c1ccc(Cl)s1)c1ccccn1 (stereo not given)	0	0
Cc1sc2ncnc(Sc3nnnn3-c3ccccc3)c2c1C	0	0
O=C(Cn1cc(C(=O)c2cccs2)c2ccccc21)NCC1CCCO1 (stereo not given)	0	-6
CCC1(C)Cc2c(sc3c2c(=O)n(C)c2nnc(SCC(=O)c4ccc(Cl)cc4)n32)CO1 (stereo not given)	-1	-1
CC(Cc1cccs1)NC(=O)NC1CCCCC1 (stereo not given)	10	6
